# High-throughput results: PubChem BioAssay, Broad Institute
# PGC1a acetyl inh: lowers PGC1a acetylation signal in U2OS cells; AID 651687; AlphaScreen anti-acetyl-lysine; with virally co-expressed GCN5 acetyltransferase; actives 0.17% (n = 350,000); inhibition, % at 15.6 µM;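 active = every replicate shows inhibition of at least 40%; inconclusive = mean inhibition at least 40% but some replicate below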;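 also: 0% = neutral control wells and 100% = positive control wells; some results beyond the cut were filed as inactive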
# miR122 inh: inhibitors of miR-122 in Huh7 cells; Huh7 miR-122 Renilla luciferase sensor, 48 h; neutral wells = 0, positive control = 100; activation (reporter increase), % at 12.5 µM; actives 0.3% (n = 340,000);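 active = mean replicate activation score at least 90 and every replicate individually at or above 90; inconclusive = only one of the two criteria met; inactive = neither criterion met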;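 also: higher luciferase means less miR-122 activity so hits act as miR-122 inhibitors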
# Numbers without * were called inactive; ? = inconclusive; [ ] = another dose, or the depositor's remark. An excerpt. The share of hits here may be higher or lower than overall.
PGC1a acetyl inh,miR122 inh,canonical_smiles
7.4,-3.7,Cc1cnc(C(=O)Nc2ccccc2F)cn1
3.9,6.0[16.7 µM],C[C@@H]1CN([C@H](C)CO)C(=O)c2cccc(NC(=O)Nc3ccc(C(F)(F)F)cc3)c2O[C@@H]1CN(C)Cc1ccc(Cl)c(Cl)c1
17.5,13.3,COC1(OC)C(/C=C/c2ccc(Cl)cc2)C(C#N)(C#N)C1(OC)OC (stereo not drawn)
11.0,-0.1,O=C(O)c1ccc(NS(=O)(=O)c2ccc3nnn(O)c3c2)cc1
-22.3,-3.3,NC(=O)c1cc2nc(-c3ccco3)cc(C(F)(F)F)n2n1
6.5,-2.0,CCCc1[nH]n(-c2nc3ccccc3s2)c(=O)c1C=NCC(C)C
-16.8,14.1,CCN(CC)S(=O)(=O)c1cccc(-c2nnc(SCc3nc4ccccc4s3)o2)c1
5.1,-3.8,CCOc1ccc2nc(NC(=O)Nc3ccccc3)sc2c1
10.5,-2.0,Cc1ccc2c(c1)nnn2C1CCN(S(C)(=O)=O)CC1
-15.4,4.3,CCCc1[nH]nc2c1C(c1ccc(Br)s1)C(C#N)=C(N)O2 (stereo not drawn)
-5.8,-2.0,CSc1nc2sc3c(c2c(=O)[nH]1)CCCC3
-13.9,-15.7,CC12CNCC(C)(CN(C(c3ccccc3)c3ccccc3)C1)C2
-1.4,1.8,Cc1nc2scc(-c3cccs3)c2c(=O)o1
-22.0,9.0,Nc1ccn(-c2ccc(Cl)cc2)c(=O)c1
5.6,2.0,Cc1ccc(CS(=O)(=O)CCC(=O)NCCCN2CCCC2=O)cc1
1.7,-0.2,CCOC(=O)C(CCCOc1ccccc1)C(=O)OCC
-16.0,8.7,COc1cccc(-c2cc3nc(-c4ccccc4)cc(N4CCCC(O)C4)n3n2)c1 (stereo not drawn)
-9.2,-2.3,N#CCC(=N)N1CCN(c2ccccc2Cl)CC1
-16.6,2.4,CCCCNCc1cc(Br)c(OCc2cccs2)c(OC)c1
10.9,-10.3,COc1ccc(OCc2nc3c4c(ncn3n2)-c2ccccc2CC42CCCC2)cc1
-7.9,2.7,CCOC(=O)C1=C(c2ccccc2)Nc2ncnn2C1c1cc(OC)ccc1OC (stereo not drawn)
-2.6,2.0,CSc1nc2c(c(C(F)(F)F)n1)CC(C)CC2 (stereo not drawn)
2.3,-3.0,O=C(Nc1cc(C(F)(F)F)ccc1N1CCOCC1)c1ccccc1F
3.1,2.3,O=C(Cn1cnc2c(nnn2-c2cccc(Cl)c2)c1=O)N1CCCC1
13.7,-0.3,COc1ccc(-c2nnc(SCc3ncc(-c4ccccc4)o3)o2)cc1
6.0,-2.7,CCc1c(C)sc(NC(=O)c2cc(-c3ccc(OC)c(OC)c3)on2)c1C#N
1.7,4.2,CC1CCCCN1Cc1ccc(-c2nn[nH]n2)cc1 (stereo not drawn)
0.0,-1.6,N#Cc1c(NCCCO)nc(NCc2ccccc2)c2c1CCN(Cc1ccccc1)C2
57.1*,57.0,CCOC(=O)C(=Cc1ccc(OCc2ccc([N+](=O)[O-])cc2)c(OC)c1)C(=O)OCC
17.9,0.5,O=C(NCCN1CCCC1)C1CC(=O)N(C2CCCCC2)C1 (stereo not drawn)

PGC1a acetyl inh,miR122 inh,canonical_smiles
-6.9,-5.0,Clc1ccc(Cn2ncc3c(N4CCCCC4)ncnc32)c(Cl)c1
-23.5,-11.4,CCc1cc(-c2n[nH]c(=S)n2N)n(C)n1
35.9,-3.9,CSc1ccc(C(=S)N2CCN(C)CC2)cc1
3.8,-2.3,Cc1c(C(=O)Nc2nccs2)sc2nc(-c3cccs3)cc(C(F)(F)F)c12
2.5,2.1,CCOc1ccc(CCNC(=O)COC(=O)c2cccnc2OCC)cc1OCC
-18.4,8.0,CC(Oc1ccccc1)C(=O)Nc1ccc(S(=O)(=O)NCC2CCCO2)cc1 (stereo not drawn)
9.6,-1.3,Clc1ccc(-c2cc(COc3ccccc3)no2)cc1Cl
6.1,4.6,Cc1ccc(S(=O)(=O)NCC(=O)N(CC(=O)NC2CCCC2)c2ccc3c(c2)OCCO3)cc1
-4.5,-0.3,COc1ccc(C2(C(N)=O)CCCCC2)cc1OC
-8.2,1.7,O=C(c1ccc(COc2ccccc2Br)cc1)N1CCCCC1
2.4,-2.8,COC(=O)c1[nH]c2ccc(C)cc2c1NC(=O)NC1CCCCC1
-0.7,-3.1,COc1ccc(/C=N/NC(=O)c2cc(C34CC5CC(CC(C5)C3)C4)[nH]n2)cc1O
25.3,3.6,CC1CCN(CCc2nc3cc(NS(=O)(=O)c4ccc(F)cc4)ccc3n2C)CC1
8.4,6.9,Cc1cc(NC(=O)CSc2nnc(-c3ccco3)n2Cc2ccco2)no1
-4.9,-5.9,CC(C)CSc1nc2ccccc2c(=O)[nH]1
-21.8,2.5,O=C(Nc1nn[nH]n1)C12CC3CC(CC(C3)C1)C2
-7.9,-2.1,CCOC(=O)c1ccc(NC(=O)CSc2n[nH]c(-c3ccncc3)n2)cc1
-1.8,3.7,CCOC(=O)c1c(NC(=O)c2ccc(Br)o2)sc(C)c1CC
-7.5,-2.6,COc1ccc(-c2noc(CSc3ccc(C)cc3)n2)cc1
-8.5,1.9,COC(=O)c1cc(C(=O)CSc2nc(C)cc(C)n2)ccc1O
2.4,1.2,CCCCN(CCCNC(=O)c1c(C)cc(=O)oc1C)c1ccccc1
-12.9,22.0,Nc1c(C(=O)NC2CCCC2)sc2nc(-c3cccs3)ccc12
5.8,-10.3,COc1ccc2c(c1OC)C(=O)N(c1ccc(C)c(C)c1)C2=O
8.0,4.8[16.7 µM],C[C@H](CO)N1C[C@H](C)[C@@H](CN(C)S(C)(=O)=O)Oc2ccc(NS(=O)(=O)c3ccc(F)cc3)cc2C1=O
-2.3,-0.4,O=C(Cn1nnc(-c2ccccc2NC(=O)c2cccs2)n1)Nc1ccccc1
2.8,-1.1,CCCN=C(N)/C(C(=O)OCC)=C(\O)c1ccc(OC)cc1
-14.0,-0.5,CC1=C(C#N)C(NC(=O)C2CCCCC2)(C(F)(F)F)C(=O)N1 (stereo not drawn)
12.0,4.2,O=C(COc1ccc(Cl)cc1)N1CCN(c2cccc(C(F)(F)F)c2)CC1
-2.2,-2.4,Nc1ccc(C(=O)Nc2ccco2)cc1
-7.1,23.1,Fc1ccc(Cn2cnc3ccccc32)cc1

# A draw from above in order of SMILES length, lowest first.
PGC1a acetyl inh,miR122 inh,canonical_smiles
-7.1,23.1,Fc1ccc(Cn2cnc3ccccc32)cc1
35.9,-3.9,CSc1ccc(C(=S)N2CCN(C)CC2)cc1
-4.5,-0.3,COc1ccc(C2(C(N)=O)CCCCC2)cc1OC
1.7,4.2,CC1CCCCN1Cc1ccc(-c2nn[nH]n2)cc1 (stereo not drawn)
-16.6,2.4,CCCCNCc1cc(Br)c(OCc2cccs2)c(OC)c1
-8.2,1.7,O=C(c1ccc(COc2ccccc2Br)cc1)N1CCCCC1
-21.8,2.5,O=C(Nc1nn[nH]n1)C12CC3CC(CC(C3)C1)C2
-22.3,-3.3,NC(=O)c1cc2nc(-c3ccco3)cc(C(F)(F)F)n2n1
2.4,1.2,CCCCN(CCCNC(=O)c1c(C)cc(=O)oc1C)c1ccccc1
2.4,-2.8,COC(=O)c1[nH]c2ccc(C)cc2c1NC(=O)NC1CCCCC1
6.5,-2.0,CCCc1[nH]n(-c2nc3ccccc3s2)c(=O)c1C=NCC(C)C
-2.3,-0.4,O=C(Cn1nnc(-c2ccccc2NC(=O)c2cccs2)n1)Nc1ccccc1
12.0,4.2,O=C(COc1ccc(Cl)cc1)N1CCN(c2cccc(C(F)(F)F)c2)CC1
8.0,4.8[16.7 µM],C[C@H](CO)N1C[C@H](C)[C@@H](CN(C)S(C)(=O)=O)Oc2ccc(NS(=O)(=O)c3ccc(F)cc3)cc2C1=O

# (listing goes on)
PGC1a acetyl inh,miR122 inh,canonical_smiles
1.8,-0.3,C/C(=C\C(=O)c1ccc(C)o1)Nc1ccc2c(c1)OCO2
-3.3,-0.7,CCS(=O)(=O)c1ccc2oc(SCC(=O)NC(C)C3CC4CCC3C4)nc2c1 (stereo not drawn)
-9.3,-7.1,COc1ccc(CCNc2oc(Cc3ccccc3)nc2C#N)cc1OC
-9.6,-7.7,CN(C)CCOC(=O)C12CC3CC(CC(C3)C1)C2
0.0,4.7,COc1cc(/C=N/NC(=O)c2cc(C34CC5CC(CC(C5)C3)C4)[nH]n2)ccc1O
-0.9,-7.0,CCN(CC)S(=O)(=O)c1ccc(N(C)Cc2ccc(C(F)(F)F)cc2)nc1
-11.1,-9.9,Cc1ccccc1C1CC(c2ccccc2OC(F)F)Nc2ncnn21 (stereo not drawn)
-22.4,2.7,O=C(Nc1ccccc1C(=O)N1CCCC1)c1cccc(S(=O)(=O)N2CCCCCC2)c1
5.9,39.3,O=C(CSCc1ccccc1)Nc1ccc(S(=O)(=O)N2CCOCC2)cc1
32.9,-7.1,CCCCCCCCCn1c2c(c(=N)c3c1CCC3)CCCC2
6.9,-4.3,CCCCS(=O)(=O)N1C2=NC(C(=O)OC)=C(C(=O)OC)[C@@H]3N(C)c4ccc(OC)cc4[C@]23C[C@H]1C(=O)OC
?,4.7,CCCn1c(=O)c2ccccc2n2c(SCc3c(C(=O)OCC)oc4ccccc34)nnc12
3.4,2.6,O=C(NC1CC1)c1ccc(-c2nc3ccccc3s2)s1
4.6,-4.0,COc1cc2[nH]c(=O)n(C3CCCCC3)c(=O)c2cc1OC
4.8,17.5,Cc1cc(O)c(NC(=S)NC(=O)c2ccc(-c3ccc(Cl)cc3)o2)cc1C
-15.2,-3.3,COc1ccc(-c2nc3ccccc3n2Cc2ccc(C)cc2)cc1
-2.6,-1.1,COc1ccc2c(c1)SC(C)CC2=O (stereo not drawn)
11.1,-6.4,Cc1ccccc1-c1noc(CCC(=O)NCC2CCCO2)n1 (stereo not drawn)
-2.0,4.9,CCCc1cc(=O)[nH]c(SCc2cc(Cl)ccc2OC(F)F)n1
-1.2,2.4,O=c1c2c3c(sc2nc2n1N=C(c1cccs1)CS2)CCCC3
-7.7,-3.2,CCN(CC)c1ccc(NC(=O)CSc2ccsc2[N+](=O)[O-])c(C)c1
12.6,-5.6,Cn1cnnc1SCc1nc(N)nc(Nc2ccccc2)n1
11.9,16.1,COc1ccc(C(=O)c2ccccc2)c2c(O)ccc(C(=O)c3ccccc3)c12
7.8,1.0,CCOC(=O)c1sc2nccc(N(C)C)c2c1N=CNOCc1c(F)cccc1Cl
-15.7,-1.3,Cc1ccc(C(=O)Nc2nnc(C)s2)o1
-6.1,-5.8,Cc1cc(OCn2ccc(C(=O)O)n2)ccc1Cl
-10.4,4.9,CCCCNC(=O)c1ccc(NS(=O)(=O)c2ccccc2)cc1
14.4,-2.6,O=C(CN1CCOCC1)N/N=C/c1cc2ccccc2nc1Cl
-11.6,-0.7,COCCNc1oc(-c2ccc(C)cc2)nc1C#N
20.5,-3.2,CC(=O)c1c(C)[nH]c(C(=O)CSc2nnc(-c3ccccc3)n2Cc2ccc3c(c2)OCO3)c1C

PGC1a acetyl inh,miR122 inh,canonical_smiles
10.6,1.0,CCn1c(SCC(N)=O)nc2c(c1=O)C1(CCCC1)Cc1ccccc1-2
-6.1,-9.8,CCOC(=O)CC(=O)CSc1nc2c(c(C)c1C#N)CCC2
3.2,3.7,COc1ccc(/C(O)=C2/C(=O)C(=O)N(CC3CCCO3)C2c2cccc(O)c2)cc1 (stereo not drawn)
-5.2,2.1,Cc1ccc(NC(=O)CSC2=C(C#N)C(c3ccco3)CC(=O)N2)cc1 (stereo not drawn)
2.6,-1.7,Cc1cccc(N2C(=O)C3C4C=CC(C4)C3C2=O)c1 (stereo not drawn)
-0.5,-4.8,COc1cccc(OC)c1C(=O)Nn1c(C2CCC2)nc2ccccc2c1=O
9.2,-2.5,Cc1ccccc1-n1nc2c(c1NC(=O)c1ccc(Br)o1)CSC2
-8.9,8.3,Cc1cc(C(=O)CSc2nc3ccc(Cl)cc3[nH]2)c(C)n1CC1CCCO1 (stereo not drawn)
8.3,-4.9,CCOC(=O)c1c(=O)n(O)c2ccc(C)cc2[n+]1[O-]
-11.2,-4.9,O=C(c1cccc(C(=O)N2CCc3ccccc32)n1)N1CCc2ccccc21
-16.0,5.8,COc1ccc(-c2ccc(SCC(=O)NCc3ccco3)nn2)cc1OC
-8.4,-7.9,Cc1cc2ncc(C(=O)Nc3ccccc3)c(C)n2n1
-7.0,5.8,O=C(COc1ccc2ccccc2c1)N1c2ccccc2Sc2ccccc21
-4.8,-6.7,COC(=O)c1[nH]c2cc(OC)c(OC)cc2c1NC(=O)Oc1ccccc1
3.3,1.1,O=C(Nc1cccc(C(F)(F)F)c1)c1cc(-c2ccc(F)cc2)on1
-5.7,-6.1,Cc1nnc(SCc2cccc(Oc3ccccc3)c2)n1N
6.3,-1.2,CCCN(CCC)c1nc(N)c(C#N)c(CC#N)c1C#N
5.8,-0.9,CCc1nc2sc3c(c2c(=O)o1)CCCC3
11.5,-4.1,N#CC1=C(c2ccccc2)/C(=C/c2ccccc2)OC1=O
-3.7,-6.4,Cc1ccc(-c2nnc(N3CCCCC3)c3ccccc23)cc1S(=O)(=O)N1CCN(C)CC1
4.2,3.5,COCC(=O)NC1CC2CCCC(C1)N2Cc1ccccc1 (stereo not drawn)
-10.0,7.0,CC(=O)SCC(=O)N=c1sc2cc(F)ccc2n1C
-5.0,16.5,CCN(CC)c1ccc(/C=C(\C#N)c2ccccn2)cc1
-10.7,10.1,Cc1cccc(S(=O)(=O)N(CC(=O)Nc2ccccc2C)Cc2ccco2)c1
-3.8,0.5,Nc1nc(-c2ccco2)nn1C(=O)c1ccc(Cl)cc1
-17.9,4.5,Cc1cc(C)cc(CC(Cc2nc3ccccc3[nH]2)c2nc3ccccc3[nH]2)c1 (stereo not drawn)
6.4,1.8,Cc1ccccc1NC(=O)c1onc2c1CCCC2
2.2,-10.9,CCOC(=O)CSc1nnc(CNC(=O)c2ccc(S(=O)(=O)N3CCCC3)cc2)n1C
22.1,-1.7,CSc1nc(C)cc(C)c1C#N
